PI4K2A inh = qHTS for small molecular inhibitors of PI4K2A | purified PI4K2A, ADP-Glo luminescence, 1 h; stronger effect = lower value | hit rate 0.13% among 420,000 | activity change, negative = inhibition, % at 76.9 µM | Phosphatidylinositol 4-kinase type 2-alpha (Homo sapiens), Q9BTU6 | AID 1346378, 2018; in the data active means activity change below about -50%; inconclusive means mostly about -30% to -49%;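 further: -100% = wells without enzyme as full effect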
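In this quantitative HTS, ADP production by PI4K2A was quantified luminescently after 1 h at ambient temperature; 100 microM adenosine served as plate-quality control.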
Vif-A3F inh = qHTS for Inhibitors of Vif-A3F Interactions: qHTS; Potency, µM (top dose mostly 46.1 µM), without a hit: at the highest dose activity, negative = active; hit rate 0.2% among 390,000; HeLa A3F-eYFP + Vif (tagged APOBEC3F with the HIV-1 protein that degrades it), YFP fluorescence increase; further: potency means the concentration at half of the fitted maximal effect; % of control where 0% means no effect; nearly all actives have a fitted effect of over 65% in size
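Fluorescence increase (Ex 488/Em 500-530) after overnight compound treatment at 37 deg C flags inhibition of Vif-driven A3F-eYFP loss in stable HeLa A3F-eYFP/Vif cells seeded overnight beforehand.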
TrxR1 substrate = qHTS Assay for Substrates of Mammalian Selenoprotein Thioredoxin Reductase 1 (TrxR1): qHTS. Thioredoxin reductase 1, cytoplasmic (Rattus norvegicus), O89049. purified TrxR1 substrate turnover, NADPH consumption readout. Potency, µM (titrated, usually from 114 µM), for the others: at the highest dose activity change, negative = substrate turnover. hit rate 0.01% among 390,000. AID 588456, 2011; further: potency means the concentration at half of the fitted maximal effect; on the % scale 0 is the no-effect control and ±100 the full control effect; nearly all actives have a fitted effect of over 50% in size
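Rat TrxR1, dispensed at 90 nM, was prereduced with 400 uM NADPH (final) for 5 min at ~22 deg C, then incubated with compound 15 min before 400 uM selenite. A first-read NADPH fluorescence drop versus no-compound background flagged substrates.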
IDH1 R132H inh = qHTS for Inhibitors of mutant isocitrate dehydrogenase 1 (IDH1): qHTS. IDH1-R132H enzyme, NADPH consumption, diaphorase/resazurin fluorescence. hit rate 0.093% among 390,000. Isocitrate dehydrogenase [NADP] cytoplasmic (Homo sapiens), O75874. Potency, µM (highest dose often 76.6 µM), for the others: top-dose activity change, negative = inhibition, actives largely listed as inhibitors; further: potency means the concentration at half of the fitted maximal effect; on the % scale 0 is the no-effect control and ±100 the full control effect; nearly all actives have a fitted effect of over 65% in size
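IDH1-R132H (0.5 ug/mL dispensed) in pH 7.5 Tris buffer was preincubated 30 min with compound, then given a substrate mix of 0.016 mM NADPH and 2 mM alpha-KG for 80 min at room temperature; remaining NADPH was read by diaphorase/resazurin fluorescence.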
Glioma ERSR ind = qHTS for Inducers of the Endoplasmic Reticulum Stress Response (ERSR) in Human Glioma: qHTS | hit rate 0.02% among 420,000 | U87-MG GRP78 promoter luciferase reporter, 16 h | Potency, µM, for the others: top-dose activation, most hits filed as activators; further: potency means the concentration at half of the fitted maximal effect; series mostly up to about 76 µM; % of control where 0% means no effect; nearly all actives have a fitted effect of over 35% in size
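Stably transfected U87-MG human glioma cells carrying a GRP78-based luminescent sensor were seeded at 1000 cells/well, pin-dosed with compounds and incubated 16 h. Luciferase reagent was then added, and end-point luminescence was read after 10 min at room temperature.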
Vif-A3G inh = qHTS for Inhibitors of Vif-A3G Interactions: qHTS. DNA dC->dU-editing enzyme APOBEC-3G (Homo sapiens), Q9HC16. HeLa A3G-eYFP + Vif (tagged APOBEC3G with the HIV-1 protein that degrades it), YFP fluorescence, overnight. Potency, µM (titrated, usually from 46.1 µM), without a hit: at the highest dose activity, negative = active, actives largely listed as inhibitors. hit rate 0.076% among 410,000. AID 602310, 2012;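 further: potency means the concentration at half of the fitted maximal effect; on the % scale 0 is the no-effect control and ±100 the full control effect; nearly all actives have a fitted effect of over 60% in size; hits raise eYFP signal because A3G escapes Vif-driven loss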
Target sequence (Q9HC16 whole entry, looked up): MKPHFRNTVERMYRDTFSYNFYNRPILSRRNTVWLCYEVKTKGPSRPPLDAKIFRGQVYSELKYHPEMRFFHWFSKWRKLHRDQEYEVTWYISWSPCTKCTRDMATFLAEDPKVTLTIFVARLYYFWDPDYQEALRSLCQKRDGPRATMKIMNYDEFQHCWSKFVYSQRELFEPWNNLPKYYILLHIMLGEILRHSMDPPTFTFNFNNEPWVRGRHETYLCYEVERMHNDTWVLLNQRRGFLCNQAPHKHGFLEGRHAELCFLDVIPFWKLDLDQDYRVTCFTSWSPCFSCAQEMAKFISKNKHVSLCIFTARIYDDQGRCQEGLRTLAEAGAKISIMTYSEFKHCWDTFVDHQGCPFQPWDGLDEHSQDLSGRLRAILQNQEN
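HeLa cells stably expressing Vif and C-terminally eYFP-tagged A3G, seeded overnight at 37 deg C, then exposed to compound by pintool overnight at 37 deg C. Rise in yellow fluorescence (Ex 488/Em 500-530, Acumen) marks blocked Vif-driven A3G degradation.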
USP1 inh = Inhibitors of USP1/UAF1: Primary Screen; AID 743255, 2014; recombinant USP1/UAF1, Ub-Rhodamine cleavage fluorescence; hit rate 0.23% among 390,000; Potency, µM (doses to about 57.1 µM), for the others: at the top dose activity change, negative = inhibition, actives largely listed as inhibitors; Ubiquitin carboxyl-terminal hydrolase 1 (Homo sapiens), O94782; further: potency means the concentration at half of the fitted maximal effect; on the % scale 0 is the no-effect control and ±100 the full control effect; nearly all actives have a fitted effect of over 60% in size; inactives centre near -12
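Step one: compound is pinned into 1nM USP1/UAF1 in HEPES pH 7.8 buffer with TCEP. Step two: 15 min room-temperature incubation. Step three: Ub-Rho (150nM final) starts cleavage, tracked by fluorescence over six one-minute reads.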
RXFP1 agonist = qHTS Assay for Agonists of the Relaxin Receptor RXFP1; Relaxin receptor 1 (Homo sapiens), Q9HBX9; AID 2676, 2010; Potency, µM (top dose mostly 57.5 µM), inactives show at the top dose activation, usual class: activators; hit rate 0.3% among 370,000; HEK293T-RXFP1 cAMP TR-FRET, 30 min; response scale: percent of porcine relaxin response, buffer zero; further: potency means the concentration at half of the fitted maximal effect; on the % scale 0 is the no-effect control and ±100 the full control effect; nearly all actives have a fitted effect of over 60% in size; many of its hits are not listed in these tables
Target sequence (Q9HBX9 whole entry, looked up): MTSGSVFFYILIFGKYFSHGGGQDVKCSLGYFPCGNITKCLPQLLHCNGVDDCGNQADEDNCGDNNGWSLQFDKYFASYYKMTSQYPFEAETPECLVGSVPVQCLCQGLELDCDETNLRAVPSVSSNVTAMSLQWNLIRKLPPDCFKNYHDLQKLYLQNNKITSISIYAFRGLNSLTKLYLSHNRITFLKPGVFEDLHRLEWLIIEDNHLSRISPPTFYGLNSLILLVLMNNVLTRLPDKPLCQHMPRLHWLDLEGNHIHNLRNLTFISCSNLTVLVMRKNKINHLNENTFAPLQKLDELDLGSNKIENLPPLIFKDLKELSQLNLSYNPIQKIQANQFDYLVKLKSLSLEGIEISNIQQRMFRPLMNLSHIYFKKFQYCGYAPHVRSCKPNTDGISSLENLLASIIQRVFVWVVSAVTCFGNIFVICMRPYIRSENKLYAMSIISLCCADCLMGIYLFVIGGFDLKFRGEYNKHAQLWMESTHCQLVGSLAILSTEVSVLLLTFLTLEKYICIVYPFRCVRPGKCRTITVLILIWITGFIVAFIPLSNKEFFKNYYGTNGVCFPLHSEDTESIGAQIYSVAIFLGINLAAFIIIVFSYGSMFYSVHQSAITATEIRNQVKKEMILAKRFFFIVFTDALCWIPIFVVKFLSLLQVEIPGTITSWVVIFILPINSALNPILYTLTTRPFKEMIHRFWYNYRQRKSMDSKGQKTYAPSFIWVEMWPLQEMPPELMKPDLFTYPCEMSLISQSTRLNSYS
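cAMP rise read by TR-FRET after 30 min, 37C compound exposure (up to 58 uM) in RXFP1-transfected HEK293 cells with Ro 20174 present. EC50 from Hill-equation fits, with 29 nM porcine relaxin as 100% and buffer as basal.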
LDHA block = qHTS assay for inhibitors of human lactate dehydrogenase; purified LDHA, NADH/diaphorase-resazurin fluorescence; stronger effect = lower value; activity change, % (values are at about 110 or 230 µM); hit rate 0.15% among 480,000; AID 1347041, 2019; in the data active means activity change below about -30%; inconclusive means mostly about -25% to -30%;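 further: plate controls were DMSO wells for no effect and wells without enzyme for full effect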
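Remaining NADH was detected by diaphorase (0.133 mg/mL) converting 37 µM resazurin to fluorescent resorufin, read at 0 and 20 minutes. The preceding 5-minute room-temperature reaction used 2 nM LDHA, 0.2 mM sodium pyruvate and 0.06 mM NADH at pH 7.4.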
An asterisk follows results filed as active; ? = inconclusive; . = not tested or not shown; & = joins results of further samples; [ ] = remark or other dose. Unless noted, the call rests on the fitted dose curve; in most records, active means well fitted curve in the direction sought with a large enough effect; inconclusive means small, poorly fitted or top-dose-only effect, or another doubt; inactive means no such curve, though single readings can be large; an effect the other way counts as inactive or inconclusive. Not all compounds are listed (hit frequency here may not be typical).

SMILES	PI4K2A inh	Vif-A3F inh	TrxR1 substrate	IDH1 R132H inh	Glioma ERSR ind	Vif-A3G inh	USP1 inh	RXFP1 agonist	LDHA block
CN(CCc1cn[nH]c1)C(=O)C1CCC(=O)N(CC2CCCCC2)C1 (stereo not drawn)	5	9%	-6%	-2%	-5%	-1%	-1%	0.1%	-2
CC(C)CNC(=O)C1(C)CCCN1C(=O)c1c(Cl)cccc1Cl (stereo not drawn)	-11	.	.	.	-1%	3%	.	.	0
CCOC(=O)c1c(C(F)(F)F)cc(-c2ccc(F)cc2)nc1C	-1	6%	-5%	10%	-2%	-1%	-20%	0.2%	3
CCN(CC)S(=O)(=O)c1ccc(C)c(NC(=S)N2CCN(Cc3ccc4c(c3)OCO4)CC2)c1	-4	-3%	-5%[57.1 µM]	-3%	-7%	3%	-12%	0.4%	-9
CCOc1ccc(Br)cc1S(=O)(=O)Nc1cccc(S(=O)(=O)NC2=NCCC2)c1	6	3%	-6%	-1%	-1%	4%	1%	-0.2%	-10
CCCCN(C(=O)c1cc(-c2ccco2)nc2ccccc12)c1c(N)n(CCC)c(=O)[nH]c1=O	-12	0%	0%	10%	-1%	-1%	-22%	-0.6%	0
COc1ccc(NC2c3ccccc3C(=O)N2c2cccnc2)cc1Cl (stereo not drawn)	1	0%	3%[57.1 µM]	-7%	-1%	4%	-15%	1.8%	1&-2
CS(=O)(=O)c1nc(-c2ccccc2)c(-c2ccccc2)[nH]1	-4	?	11%[57.1 µM]	5%	-4%	-4%	-24%	0.0%	-4
Cc1c(NC(=O)OC(C)C)sc(=S)n1C	-7	-6%	-13%	3%	0%	-2%	-5%	1.6%	2
O=C(c1cccc(Cl)c1)N(Cc1ccco1)C1CCS(=O)(=O)C1 (stereo not drawn)	4	8%	-2%[57.1 µM]	11%	-2%	4%	-12%	1.8%	1
O=C(NCc1cccnc1)C1CC2c3ccccc3C1c1ccccc12 (stereo not drawn)	5	-6%	0%	-3%	-4%	-1%	6%	1.2%	-1
CC1CCN(CCCOc2ccc(Br)cc2Cl)CC1	4	-9%	3%[57.1 µM]	1%	19%	-9%	-13%	2.3%	-10
CCCS(=O)(=O)NC(=O)C1(C)CCN(C(=O)c2ccccc2F)C1 (stereo not drawn)	1	.	.	.	-2%	-2%	.	.	-4
Cc1ccc(NC(=O)CSc2nccn(-c3ccc4c(c3)OCCO4)c2=O)cc1	-7	-5%	3%	-14%	-1%	-4%	-3%	5.0%	-3
O=C(Nc1ccccc1C(=O)N1CCCCC1)c1cccc(S(=O)(=O)N2CCOCC2)c1	4	-1%	-2%	4%	-4%	-5%	-20%	-0.5%	-6
CCOc1ccc(NC(=O)NN2C(C)CCCC2C)cc1 (stereo not drawn)	6	-3%	-7%	0%	0%	?	-1%	-0.6%	-7
CCN=C(Nc1ccc2c(c1)OCO2)SC1CC(=O)N(c2ccc(OC)cc2)C1=O (stereo not drawn)	0	-9%	1%[57.1 µM]	0%	-3%	0%	-1%	-3.2%	-4
CCn1c(=O)cc(OCC(=O)NCc2ccc(C)o2)c2ccccc21	0	-1%	4%[57.1 µM]	8%	4%	2%	1%	-0.1%	-13
C1=CCC(CN2CCNCC2)CC1 (stereo not drawn)	2	2%	-3%[57.1 µM]	-1%	-3%	5%	-20%	-0.5%	-5
CC(C)C[C@H](NC(=O)OC(C)(C)C)C(=O)N1CCC(C(=O)N[C@@H](Cc2c[nH]c3ccccc23)C(=O)O)CC1	6	13%	10%[57.1 µM]	7%	-1%	1%	-1%	1.8%	4

An excerpt of these results, with two lines to a compound:
The line under a structure holds: PI4K2A inh | Vif-A3F inh | TrxR1 substrate | IDH1 R132H inh | Glioma ERSR ind | Vif-A3G inh | USP1 inh | RXFP1 agonist | LDHA block
CC1CCN(CCCOc2ccc(Br)cc2Cl)CC1
    4 | -9% | 3%[57.1 µM] | 1% | 19% | -9% | -13% | 2.3% | -10
CCCS(=O)(=O)NC(=O)C1(C)CCN(C(=O)c2ccccc2F)C1 (stereo not drawn)
    1 | . | . | . | -2% | -2% | . | . | -4
Cc1ccc(NC(=O)CSc2nccn(-c3ccc4c(c3)OCCO4)c2=O)cc1
    -7 | -5% | 3% | -14% | -1% | -4% | -3% | 5.0% | -3

Carrying on.
SMILES	PI4K2A inh	Vif-A3F inh	TrxR1 substrate	IDH1 R132H inh	Glioma ERSR ind	Vif-A3G inh	USP1 inh	RXFP1 agonist	LDHA block
Cc1cccc(-n2cc(-c3ccccc3)c3c(NC4CCCC4)ncnc32)c1	-6	3%	-7%[57.1 µM]	31%	0%	10%	-13%	-0.3%	1
Cc1ccc(NS(=O)(=O)c2ccc(N/N=C/c3ccccc3OCC(=O)O)c([N+](=O)[O-])c2)c(C)c1	-3	1%	-17%	-4%	-5%	3%	-14%	-0.1%	-15
COc1cccc(CNC(=O)C2CCN(S(=O)(=O)c3cn(C)cn3)CC2)c1	-2	-5%	-7%[57.1 µM]	-10%	-3%	5%	-17%	-3.1%	-8
O=C1OC(N2CCN(c3ccccn3)CC2)c2ccccc21 (stereo not drawn)	-1	1%	5%	6%	4%	0%	-14%	2.9%	-5
COc1ccc(NC(=O)c2nc3nc(C)cc(C(F)F)n3n2)cc1OC	-20	-15%	-7%[57.1 µM]	-12%	-2%	-1%	-6%	0.4%	-14
Cc1ccc(S(=O)(=O)N2CCC(=O)N(CCOC(=O)NCc3ccccc3)CC2)cc1	-4	1%	5%[57.1 µM]	0%	-1%	-5%	-11%	1.3%	3
COc1ccccc1CNC(=O)c1cc(-c2cc(F)ccc2OC)n[nH]1	-5	.	.	.	-1%	-4%	.	.	-10
CCOc1ccc(NS(=O)(=O)c2ccc3[nH]cc(C(=O)N(CC)CC)c(=O)c3c2)cc1	-3	3%	-5%	5%	0%	-1%	-16%	3.9%	0
CC(Oc1ccc(Br)cc1)C(=O)NCC(c1cccs1)N1CCOCC1 (stereo not drawn)	1	-5%	0%	3%	-5%	-4%	-9%	3.7%	-5
Cc1noc(C)c1C(=O)NCCc1ccc(Cl)cc1	-3	-8%	2%	10%	-3%	0%	-10%	0.7%	-3
CN(CCCn1cnc2c(OCc3ccccc3)ncnc21)CCc1ccccn1	-6	-7%	-2%	-14%	5%	-1%	-11%	.	-17
Cc1nn(CC(=O)NCCc2ccc(Cl)cc2)c(=O)c2cccn12	0	5%	-6%	-6%	-3%	1%	-26%	6.0%	-2
Cc1cccc(OCc2n[nH]c(=S)n2Cc2ccccc2)c1	6	-18%	-9%	8%	-1%	1%	-3%	0.6%	-14
COc1ccc(S(=O)(=O)N2CCNCC2)cc1	3	7%	-6%	0%	-6%	3%	-10%	0.6%	-9
CCOc1ccc(Cc2nnc(N)s2)cc1OCC	0	-7%	10%[57.1 µM]	1%	-1%	0%	-16%	0.7%	-6
O=C(Nc1ccccc1C(=O)NCCCN1CCOCC1)c1ccc(F)cc1F	4	2%	0%	8%	-6%	1%	-17%	-0.1%	-1
CC(C)C1N(C(N)=S)N=CC1(C)C (stereo not drawn)	1	9%	5%[57.1 µM]	6%	-4%	-2%	-13%	-1.0%	-14
Cc1ccc(NC(=O)Cn2c(=O)n(Cc3ccco3)c(=O)c3oc4ccccc4c32)cc1C	1	4%	-5%	0%	-4%	2%	4%	1.4%	2
CNC(=S)NNC(=O)c1cccc(N(C)C)c1	5	-5%	12%	7%	3%	-4%	-15%	2.5%	-5
CCN1CCN(C(C)C(=O)NC2CCCCC2)CC1 (stereo not drawn)	1	4%	0%	2%	-6%	1%	2%	0.0%	-31*
O=C1C2C3C=CC(C3)C2C(=O)N1Nc1ccc([N+](=O)[O-])cc1[N+](=O)[O-] (stereo not drawn)	-6	2%	-5%	-1%	2%	1%	-1%	2.2%	-9
COc1ccc(N2C(=O)CS(=O)(=O)C23C(=O)N(Cc2ccc(F)cc2)c2ccc(C)cc23)cc1 (stereo not drawn)	5	6%	0%	4%	-5%	-2%	-29%	-2.5%	3
Cc1oc(-c2ccccc2)cc1C(=O)NC1CCN(Cc2ccccc2)CC1	1	-1%	5%[57.1 µM]	8%	0%	-2%	-4%	-1.3%	1
Cc1noc(C)c1CSc1nnnn1-c1ccc(Cl)cc1	-3	4%	-6%	5%	1%	0%	-19%	0.1%	1
Cc1ccc(OCCNC(=O)CCNS(=O)(=O)c2ccc(C)cc2)cc1	-2	-3%	-10%	4%	-4%	2%	-4%	-1.4%	-7
Cc1ccc(NC(=O)CCC(=O)NCCO)cc1	7	3%	-2%	0%	-4%	-9%	-12%	2.9%	-7
CCCOc1ccc(CN(C(=O)Cc2coc3ccc(CC)cc23)C2CCS(=O)(=O)C2)cc1 (stereo not drawn)	-2	9%	-5%	3%	-4%	-1%	?	-1.6%	5&8

Screening data from PubChem BioAssay.
